Source: PubChem (several laboratories)
Spn MK inh – S. pneumoniae mevalonate kinase inhibition; 0.48% of 65,000 active; inhibition, % at 10 µM; purified MK, PK/LDH-coupled NADH absorbance 340 nm;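 active = ranked among the strongest by inhibition in the single 10 µM screen, a fixed top-ranked set picked for dose follow-up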; also: no value below 0 was filed
LYP phosphatase – LYP phosphatase inhibitors, primary screen, biochemical, DiFMUP fluorescence, recombinant catalytic domain, 10 µM (AID 606); recombinant LYP catalytic domain, DiFMUP fluorescence; higher % means a stronger effect; one-dose inhibition, % at 10 µM; IC50 in µM for titrated hits; 52,000 tested, under 10 active;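 active = IC50 under 40 µM in the dose-response test; inactive = IC50 of 40 µM or more, or never dose-tested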
HPDE-C7 cytotoxicity – cytotoxicity in HPDE-C7 cells, cell-based, fluorescence, HTS (AID 430). HPDE-C7 pancreatic duct cells viability, fluorescence; higher % means a stronger effect. cytotoxicity, % at 10 µM; hits with a dose series show EC50 in µM. 1.8% of 63,000 active;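 also: cells exposed to compound for 48 hours before viability readout; 0% = vehicle and 100% = reference cytotoxic drug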
KRASV12 cytotoxicity – viability loss of HPDE-C7K cells – cell-based, fluorescence, HTS, primary screen (AID 431) | HPDE-C7K KRASV12 cells, Alamar Blue viability, 48 h; higher % means a stronger effect | 1.7% of 63,000 active | one-dose cytotoxicity, % at 10 µM; EC50 in µM for titrated hits;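 active = compounds whose percent cytotoxicity in the single-dose primary screen, scaled between solvent and toxic-drug controls, exceeds 50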;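 also: 0% = DMSO solvent wells and 100% = doxorubicin-treated wells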
PMK inhibit – S. pneumoniae PMK inhibition. 0.49% of 65,000 active. AID 539. purified PMK, PK/LDH-coupled NADH absorbance 340 nm. inhibition, % at 10 µM;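 active = top-ranked compounds by inhibition in the single 10 µM screen, taking a fixed number of the strongest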;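 also: 0% = full reaction with DMSO carrier and 100% = background rate without enzyme reaction; no value below 0 was filed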
DPM-DC inhibit – S. pneumoniae DPM-DC inhibition; purified DPM-DC, PK/LDH coupled NADH fluorescence; 0.49% of 65,000 active; calls only at 10 µM;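 active = the 320 compounds with the highest percent inhibition in the single-dose primary screen, excluding strongly autofluorescent ones, cut at about 32% in these data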;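 also: kinetic rate of NADH fluorescence loss reporting ADP formed by the decarboxylase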
HT1080 cytotoxicity – cytotoxicity in HT1080 fibrosarcoma cells, cell-based, fluorescence readout (AID 620). HT1080 viability, fluorescence; higher % means a stronger effect. one-dose cytotoxicity, % at 10 µM; EC50 in µM for titrated hits. 0.42% of 87,000 active;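 also: cells exposed to compound overnight then 4 h with Alamar Blue; 0% = vehicle DMSO and 100% = killing control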
Bfl-1 displacement – displacement of Bid BH3 peptide from Bfl-1 – biochemical, fluorescence polarization, FITC-Bid, mouse, primary screen (AID 432); FITC-Bid BH3 peptide fluorescence polarization displacement; higher % means a stronger effect; displacement, % at 20 µM, or IC50 in µM where a hit was titrated; 0.02% of 64,000 active; in the data active = a potency from the dose series; inactive = the rest, 99 in 100 with displacement below about 15%; also: strong numbers were not always called active
TNAP inhibition – human TNAP enzyme inhibitors, biochemical, luminescent (AID 518); 0.09% of 64,000 active; inhibition, % at 20 µM, or IC50 in µM where a hit was titrated; purified TNAP enzyme, luminescent substrate readout; higher % means a stronger effect; in the data active = a potency from the dose series; inactive = the rest, 99 in 100 with inhibition below about 22%;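 also: plate controls were vehicle for no effect and reference inhibitor for full effect; many of its hits are not listed in these tables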
PMK inhibit pilot replicates – second read-out of PMK inhibit, no call of its own (marks repeat the call); inhibition, %; measured here: pilot screen replicates
Spn MK inh pilot replicates – recorded beside Spn MK inh, whose call it bears; inhibition, %; measured here: pilot screen replicates
DPM-DC inhibit pilot screen % – recorded beside DPM-DC inhibit, whose call it bears; inhibition, %; measured here: pilot screen trials
The depositor's hits bear a star; i = inactive; . = not tested or not shown. Rule as the data show it, unless noted: active = cytotoxicity above about 50%; inactive = the rest. Not a hit list; about 3.4% have a hit in one of these screens.

SMILES	Spn MK inh	LYP phosphatase	HPDE-C7 cytotoxicity	KRASV12 cytotoxicity	PMK inhibit	DPM-DC inhibit	HT1080 cytotoxicity	Bfl-1 displacement	TNAP inhibition	others
Cn1cnnc1SCCC(=O)Nc1ccccc1	1	8%	-10%	-3%	16	i	-7%	-5%	5%
CCc1cc(-c2[nH]ncc2-c2ccc3c(c2)OCO3)c(O)cc1O	6	-14%	46%	65%*	4	i	34%	3%	-18%	PMK inhibit pilot replicates=2.5;Spn MK inh pilot replicates=2.0;DPM-DC inhibit pilot screen %=0.0
O=C(CSc1nnc(Cc2cccs2)n1Cc1ccco1)Nc1cc(Cl)cc(Cl)c1	8	4%	-1%	15%	12	i	-4%	-2%	14%
CCOC(=O)CCCCC(=O)c1[nH]c(=O)[nH]c1CSc1nc2ccccc2[nH]1	7	.	-3%	-4%	20	i	.	0%	-26%
CCc1nc(SCc2cccnc2)[nH]c(=O)c1C	7	5%	2%	0%	0	i	-6%	1%	9%
Cc1c(C#N)c2ccccc2n1CC(=O)O	6	-10%	3%	0%	17	i	-6%	3%	6%
CCOC(=O)c1ccc(N2C(=O)CC(N3CCC(O)(c4ccc(Cl)cc4)CC3)C2=O)cc1 (stereo unspecified)	5	1%	-2%	13%	0	i	-6%	1%	11%
CCCCC(=O)Nc1cc(NC(=O)CCCC)cc(C(=O)O)c1	8	-7%	-1%	5%	5	i	0%	-2%	14%
CCn1c(SCC(=O)N2CCC(C(N)=O)(N3CCCCC3)CC2)nc2ccccc2c1=O	11	8%	2%	0%	11	i	-6%	-1%	15%
CCc1nnc(NC(=O)CSc2nnc3scc(-c4ccc(C)cc4)n23)s1	9	.	-26%	-41%	13	i	-4%	0%	7%	PMK inhibit pilot replicates=3.5;Spn MK inh pilot replicates=2.5;DPM-DC inhibit pilot screen %=5.0
COc1ccc(CNC(=O)c2csnn2)cc1	4	6%	-14%	-12%	6	i	5%	-9%	6%
CN1C(=O)CSc2ccc(NC(=O)N3CCN(c4ccccn4)CC3)cc21	0	-12%	3%	-4%	11	i	-6%	-8%	3%	PMK inhibit pilot replicates=0.0;Spn MK inh pilot replicates=0.0;DPM-DC inhibit pilot screen %=0.0
CC1=C(C(=O)OC(C)C)C(c2ccncc2)n2ncnc2N1 (stereo unspecified)	8	8%	0%	-6%	0	i	9%	1%	13%
CCOc1ccc2nc3ccc4[nH]onc4c3c2c1	2	7%	8%	18%	0	.	-7%	-4%	-8%
COC(=O)Cc1[nH]nc2c1C1(C(=O)N(Cc3ccccc3)c3ccccc31)C(C#N)=C(N)O2 (stereo unspecified)	16	2%	-4%	4%	0	i	-6%	-1%	18%
COCc1nnc(NS(=O)(=O)c2ccc(C)cc2)s1	6	11%	8%	0%	8	i	-3%	-1%	9%
CN(C)c1ccc(CN(C)C2CCCCC2)cc1	16	.	3%	9%	18	i	.	-3%	13%
CSc1nnc2n(-c3ccc(C)cc3)c(=O)c3c4c(sc3n12)COC(C(C)C)C4 (stereo unspecified)	8	21%	-7%	7%	1	i	-1%	-3%	7%
CC(=O)c1c(N2CCCCC2)nc(=S)n(-c2ccccc2)c1C	0	6%	-2%	4%	0	i	-2%	-5%	4%
COc1ccc(NC(=O)CC2SC(=NCc3ccccc3OC)NC2=O)cc1 (stereo unspecified)	0	2%	2%	-9%	15	i	-4%	0%	-1%
O=c1c2cn[nH]c2[nH]c(=S)n1-c1ccccc1F	4	11%	-1%	-9%	16	i	2%	1%	4%
CCOC(=O)CSC(C)C(=O)Nc1nnc(C(C)C)s1 (stereo unspecified)	3	7%	23%	-1%	0	i	0%	2%	8%
O=C(NC1CCCCCCC1)c1c(O)c2ccccc2[nH]c1=O	6	-5%	-14%	-19%	10	i	3%	-10%	6%
Nc1nc2ccc(N3CCOCC3)cc2s1	6	2%	-13%	-12%	4	i	1%	2%	2%
COc1ccc(Nc2nc(N)nc(CN3CCN(c4ccccn4)CC3)n2)cc1	2	9%	-9%	-6%	2	i	-5%	-3%	5%

Looked up by compound from the entries so far (four):
SMILES	Spn MK inh	LYP phosphatase	HPDE-C7 cytotoxicity	KRASV12 cytotoxicity	PMK inhibit	DPM-DC inhibit	HT1080 cytotoxicity	Bfl-1 displacement	TNAP inhibition	others
CCOC(=O)CSC(C)C(=O)Nc1nnc(C(C)C)s1 (stereo unspecified)	3	7%	23%	-1%	0	i	0%	2%	8%
CCc1nnc(NC(=O)CSc2nnc3scc(-c4ccc(C)cc4)n23)s1	9	.	-26%	-41%	13	i	-4%	0%	7%	PMK inhibit pilot replicates=3.5;Spn MK inh pilot replicates=2.5;DPM-DC inhibit pilot screen %=5.0
COc1ccc(CNC(=O)c2csnn2)cc1	4	6%	-14%	-12%	6	i	5%	-9%	6%
COCc1nnc(NS(=O)(=O)c2ccc(C)cc2)s1	6	11%	8%	0%	8	i	-3%	-1%	9%

The listing picks up with the 2 entries that preceded the break.
SMILES	Spn MK inh	LYP phosphatase	HPDE-C7 cytotoxicity	KRASV12 cytotoxicity	PMK inhibit	DPM-DC inhibit	HT1080 cytotoxicity	Bfl-1 displacement	TNAP inhibition	others
Nc1nc2ccc(N3CCOCC3)cc2s1	6	2%	-13%	-12%	4	i	1%	2%	2%
COc1ccc(Nc2nc(N)nc(CN3CCN(c4ccccn4)CC3)n2)cc1	2	9%	-9%	-6%	2	i	-5%	-3%	5%
CC(C)NC(=O)CCNC(=O)c1ccc(F)cc1	0	-1%	8%	1%	19	i	8%	-9%	8%
O=C(NCC1CCCO1)c1cccs1 (stereo unspecified)	9	.	-11%	4%	0	i	0%	1%	11%
CC1=CC(=C2N=C(c3ccccc3)OC2=O)C=C(C)O1	12	.	4%	3%	0	i	-7%	3%	17%
Cc1cc(C)nc(NS(=O)(=O)c2ccc(NC(=O)Cn3c(=O)oc4ccccc43)cc2)n1	6	3%	-2%	0%	0	i	.	3%	12%	PMK inhibit pilot replicates=6.0;Spn MK inh pilot replicates=1.5;DPM-DC inhibit pilot screen %=9.5
COc1ccc(CNC(=O)Cn2cc3c(n2)CCCCC3)cc1	10	9%	-19%	-2%	13	i	-3%	-5%	8%
Cc1cc(=O)n(CCc2ccccc2)c(O)c1C#N	6	.	.	.	0	i	-11%	.	.
Cc1cc(-c2csc(NC(=O)c3cc4ccccc4o3)n2)c(C)n1C	4	4%	.	.	13	i	5%	-7%	9%
COc1ccc(OC)c(S(=O)(=O)n2cnc3cc(C)c(C)cc32)c1	7	.	41%	50%	0	i	10%	-1%	17%
CCCSc1nnc(CN2CCOCC2)n1C	5	10%	-8%	4%	0	i	0%	3%	-9%
CCOC(=O)N1CCN(C(=O)Cn2c(C)cc3ccccc3c2=O)CC1	8	5%	-3%	-5%	9	i	4%	-8%	9%
COc1ccc(OC)c(NC(=O)Cn2c(-c3ccc(Cl)cc3)noc2=O)c1	2	.	-1%	-14%	6	i	7%	3%	19%
CCCSc1nnc(Cn2c(=O)sc3ccccc32)n1C	5	.	-16%	-15%	0	i	2%	-7%	-4%
Cc1ccc(NC(=O)CCC(=O)OCCCC(F)(F)C(F)(F)F)cc1	0	6%	-3%	5%	11	i	4%	-2%	5%
Cc1nnc(Nc2ccccn2)c2ccccc12	14	-19%	5%	-9%	0	i	0%	-5%	9%	PMK inhibit pilot replicates=0.0;Spn MK inh pilot replicates=0.0;DPM-DC inhibit pilot screen %=4.0
O=C(NC1CCCCC1)n1c(=O)oc2cc(S(=O)(=O)N3CCCCC3)ccc21	11	13%	-29%	-35%	14	i	-2%	-10%	11%
O=C(CC(NS(=O)(=O)c1ccc(Cl)cc1)c1ccco1)NC1CCCC1 (stereo unspecified)	4	.	-11%	-7%	0	i	-2%	2%	6%
CN(C(=O)C12CC3CC(CC(C3)C1)C2)C1CCS(=O)(=O)C1 (stereo unspecified)	0	9%	-5%	-4%	0	i	0%	-6%	2%
COc1ccc2cc(CN(CC3COCCO3)S(=O)(=O)c3ccccc3)c(=O)[nH]c2c1 (stereo unspecified)	11	19%	6%	-9%	11	i	8%	-3%	6%
CCC1=C/C(=C\c2ccc3c(c2)OCO3)C(=O)S1	4	.	-3%	-14%	0	i	.	-7%	7%
Cc1cc2ccccc2c(=O)n1CC(=O)Nc1ccc2c(c1)OCCO2	2	18%	-5%	-3%	16	i	9%	-6%	8%
c1ccc(-c2nc(CSc3nnnn3-c3ccccc3)cs2)cc1	18	.	-24%	-16%	0	i	.	-6%	10%
CC(C)=CC(=O)OCC(=O)Nc1nc(C)c(Cl)cc1Cl	0	9%	0%	-3%	18	i	0%	0%	4%
CCOC(=O)c1ccc(NCc2ccc(N(C)C)cc2)cc1	0	.	-3%	6%	12	i	3%	-9%	13%
CC(=O)/C(C(=N)N1CCN(C(c2ccccc2)c2ccccc2)CC1)=C(\C)O	9	9%	.	.	6	i	-5%	-10%	9%
CN(CC(CC(=O)Nc1nncs1)c1ccccc1)S(=O)(=O)c1ccccc1 (stereo unspecified)	0	-2%	-15%	-4%	3	i	-10%	-2%	1%
